Assay outcomes deposited in PubChem BioAssay by several laboratories.
CIT2-GFP yeast – alters CIT2-GFP fluorescence in TOR pathway yeast screen; GFP response vs DMSO, % at 10 µM; 0.065% of 320,000 active; S. cerevisiae CIT2-GFP strain, flow cytometry, 3 h; 100 means same as DMSO wells;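 active means GFP response relative to DMSO above a set limit, near the screen mean plus 3 SD, cut at about 150% in these data; inconclusive means Fewer than 70 cells measured for a yeast strain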;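 further: ratio of well median GFP fluorescence to mean of DMSO wells on the plate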
GRK2 inh – blocks RNA aptamer binding to human GRK2; bead flow cytometry, FAM-aptamer displacement from GRK2; P25098; inhibition of aptamer binding, % at 10 µM; 0.59% of 330,000 active; AID 488847;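 active means inhibition of aptamer binding above 40%, roughly 3 SD of noise, on plates passing a quality check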;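 further: median bead fluorescence of bound FAM aptamer so fluorescent compounds give negative values; no value below 0 was filed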
CR mimetic SO – yeast age-related superoxide inhibition as caloric restriction mimetic. 0.18% of 330,000 active. S. cerevisiae aged cells, superoxide DHE fluorescence; active compounds read low. superoxide response (% of plate mean), % at 10 µM;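 active means superoxide response under a set limit, about three screen SD below normal, cut at about 65% in these data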;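 further: yeast aged for seven days with compound at 30 °C before DHE staining; 100% = average MFI of all compound-treated wells on the plate with controls excluded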
VLA-4 inh – inhibition in a human VLA-4 binding assay; VLA-4 expressing cells, ligand binding flow cytometry; inhibition, % (about 7 µM as worked out from the volumes in the protocol); 0.2% of 330,000 active; in the data active means inhibition above about 50%
GLD-1 TGE inh – GLD-1-TGE RNA interaction inhibition (C. elegans); inhibition, % at 5.96 µM; purified GLD-1 + fluorescein TGE RNA, fluorescence polarization; 0.44% of 320,000 active; AID 2280; Q17339;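 active means percent inhibition above a per-plate cutoff, the plate mean of test compounds plus 3 SD, cut at about 30% in these data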;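 further: 0% = DMSO wells with GLD-1 and probe and 100% = wells lacking GLD-1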
Target sequence (Q17339 whole entry, looked up): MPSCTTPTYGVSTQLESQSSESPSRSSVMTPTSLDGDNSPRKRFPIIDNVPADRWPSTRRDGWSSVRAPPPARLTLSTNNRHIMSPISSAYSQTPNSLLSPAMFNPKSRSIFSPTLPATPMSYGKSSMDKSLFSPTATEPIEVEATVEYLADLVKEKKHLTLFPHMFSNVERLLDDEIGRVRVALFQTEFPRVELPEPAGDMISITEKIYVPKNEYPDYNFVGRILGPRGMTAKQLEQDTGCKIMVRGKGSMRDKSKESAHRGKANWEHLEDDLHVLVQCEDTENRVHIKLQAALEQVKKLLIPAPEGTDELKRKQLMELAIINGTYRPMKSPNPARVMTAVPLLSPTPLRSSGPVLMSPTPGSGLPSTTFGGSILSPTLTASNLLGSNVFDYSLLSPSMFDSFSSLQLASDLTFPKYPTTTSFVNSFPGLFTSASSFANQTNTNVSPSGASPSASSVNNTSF
AGP1-GFP MLPCN – alters AGP1-GFP fluorescence in TOR pathway yeast screen; GFP response vs DMSO, % at 10 µM; S. cerevisiae AGP1-GFP multiplex flow cytometry, 3 h; GFP as percent of DMSO wells; 0.02% of 320,000 active; AID 2066;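 active means GFP response relative to DMSO above a set limit, near screen average plus 3 SD, cut at about 150% in these data; inconclusive means fewer than 70 cells counted for the yeast strain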;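 further: median GFP channel fluorescence of the gated AGP1 strain per well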
MCL1-BIM inh – disrupts human MCL1 binding to BIM-BH3 peptide | Q07820 | GST-MCL1 / FITC-Bim-BH3 fluorescence polarization | inhibition, % at 10.9 µM | 0.68% of 320,000 active | AID 2057;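 active means inhibition above the mean inhibition of all tested compounds plus 3 SD, set per campaign, cut at about 40% in these data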;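 further: 0% = DMSO wells and 100% = unlabeled Bim-BH3 peptide control; higher means more loss of mP so more displacement of Bim peptide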
MEX-5 binding – C. elegans MEX-5 TCR-2 RNA binding activity. Q9XUB2. MEX-5/FITC-TCR2 RNA binding, fluorescence polarization; active compounds read low. activity score (negative = inhibition of binding), % at 10 µM. 0.38% of 300,000 active. AID 1832;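 active means inhibition past about -25% in most replicates, and total fluorescence under double the plate's negative control median, limit read from the data; inconclusive means replicates evenly split on the limit, or fluorescence at least double controls; inactive means too little inhibition in most replicates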;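 further: 0% = DMSO and -100% = 5 µM competing unlabeled TCR2 RNA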
Target sequence (Q9XUB2 whole entry, looked up): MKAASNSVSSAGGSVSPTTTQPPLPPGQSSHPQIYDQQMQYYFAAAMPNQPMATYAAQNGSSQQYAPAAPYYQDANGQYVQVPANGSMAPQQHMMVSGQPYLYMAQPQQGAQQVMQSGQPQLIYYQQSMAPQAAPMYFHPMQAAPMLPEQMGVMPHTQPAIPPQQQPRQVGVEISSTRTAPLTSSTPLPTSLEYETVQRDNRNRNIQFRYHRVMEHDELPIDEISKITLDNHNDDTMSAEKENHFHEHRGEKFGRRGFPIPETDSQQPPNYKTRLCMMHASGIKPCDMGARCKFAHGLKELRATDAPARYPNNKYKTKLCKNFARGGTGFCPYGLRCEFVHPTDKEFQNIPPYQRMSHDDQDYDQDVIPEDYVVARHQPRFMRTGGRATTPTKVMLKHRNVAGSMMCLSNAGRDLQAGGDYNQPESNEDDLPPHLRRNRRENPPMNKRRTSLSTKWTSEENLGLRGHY
BCLXL inh – inhibitors of human Bcl-xL; Q07817; inhibition, % at 10.9 µM; 0.7% of 320,000 active; GST-Bcl-xL / FITC-Bim BH3 peptide fluorescence polarization;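 active means inhibition above the mean of all tested compounds plus 3 SD, cutoff set per campaign, cut at about 30% in these data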;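 further: 0% = DMSO wells and 100% = unlabeled Bim-BH3 peptide competitor; inhibitors lower millipolarization by displacing the labeled peptide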
* marks the source's active call; other numbers are inactive results; ? = inconclusive; · = no result given; & = joins results of further samples. A portion of the library; the hit share may differ from the screen's.

SMILES	CIT2-GFP yeast	GRK2 inh	CR mimetic SO	VLA-4 inh	GLD-1 TGE inh	AGP1-GFP MLPCN	MCL1-BIM inh	MEX-5 binding	BCLXL inh
O=C(NC(c1ccc(Cl)cc1)P(=O)(Oc1ccccc1)Oc1ccccc1)OCc1ccccc1 (stereo not given)	95	0	98	-2	1	110	3	-2.0	7
CCC(=NCc1ccc2c(c1)OCO2)c1c(O)n(C2CCCCC2)c(=O)[nH]c1=O	90	0	104	10	-2	96	-4	2.3	-3
Cc1ccc2[nH]c(C)c(CCNCc3ccco3)c2c1	103	0	110	9	5	106	6	-2.6	7
COc1ccc(C(=O)c2nc3ccccc3n2C(C)C)cc1OC	97	0	106	-6	0	102	-4	-1.4	3
COc1ccc(OCCSc2nnnn2C2CCCCC2)cc1	101	0	100	6	2	102	12	3.2	5
CCC(C)NC(=O)c1c(N)n(CCCOC)c2nc3ccccc3nc12 (stereo not given)	108	2	114	-11	8	92	15	-2.1	14
CC(C)(O)C(=O)Nc1ccc([N+](=O)[O-])c(C(F)(F)F)c1	91	0	121	14	-2	104	3	·	0
CN(C)c1cccc2c(C#N)ccc(N(C)C)c12	·	0	92	-4	5	91	0	-5.2	4
O=C(c1ccc(Cl)cc1)C1CCCN(C2CCSCC2)C1 (stereo not given)	107	0	95	1	4	109	1	0.8	-1
CN(C)CCN=Cc1c(O)n(-c2cccc(C(F)(F)F)c2)c(=O)[nH]c1=O	106	0	78	1	-3	102	-10	5.7	-8
O=P(Nc1c(Cl)cccc1Cl)(c1ccccc1)c1nc2c(s1)CCCC2 (stereo not given)	98	1	100	20	-4	102	-4	2.4	2
CP(=O)(O)CCCN	95	1	121	20	8	92	10	-0.5	1
Cc1cc(N2C(=O)C3CCCN3C2c2cccc(Cl)c2)no1 (stereo not given)	94	1	104	27	-1	102	10	4.2	4
O=C(Cc1ccccc1)Oc1ccc(N2C(=O)CCC2=O)cc1	90	0	102	-1	-2	95	-7	-1.3	2
Cc1cccc(N2C(=O)NC(=O)/C(=C/c3ccc([N+](=O)[O-])o3)C2=O)c1	91	44*	92	7	-9	102	48*	·	33*
CN(C)c1ccc([P+](=O)c2ccc(N(C)C)cc2)cc1	100	1	113	6	-3	99	2	-0.5	6
CC(=O)c1ccc(OC(C)C)c(Cc2c(O)[nH]c(=S)[nH]c2=O)c1	92	0	95	12	-1	93	-9	0.8	-8
CCCCn1c(O)c(C(C)=Nc2ccc(C(=O)O)cc2)c(=O)[nH]c1=O	77	0	113	6	-2	92	-9	1.5	-6
CCN(CC)c1nc2c(C)cccn2c(=O)c1C=C1C(=O)NC(=O)NC1=O	98	0	105	20	-1	100	-11	2.2	-3
CSc1ncc(/C=C2/C(=O)NC(=O)N(c3ccc(C)cc3)C2=O)cn1	?	33	91	-2	5	?	1	2.8	1
CCCCc1nc(N2CCNCC2)c(C#N)c2c1CSC(C)(C)C2	99	0	108	13	7	95	16	3.2	9
COc1cccc(-c2nn(CCC#N)cc2C(=O)Nc2ccccc2Cl)c1	107	0	103	2	·	98	·	2.1	·
COc1ccc(C(=O)N2CCC3(CC2)OCCO3)cc1	111	0	98	16	10	100	1	0.8	1
CCOc1cc2c(cc1OCC)-n1cccc1C(c1cc(C)c(OC)cc1C)NC2 (stereo not given)	90	0	110	12	0	86	-10	-0.8	2
Cc1nc2ncnn2c(C)c1CCC(=O)N1CCC2(CC1)OCCO2	98	0	112	12	5	102	4	0.1	6
CCOP(=O)(Cc1cc(C(=O)CC)c(C)o1)OCC	92	0	95	5	11	94	-5	-2.9	4
CN1C[C@H](CNC(=O)OCc2ccccc2)C[C@@H]2c3cccc4c3c(cn4C)C[C@H]21	87	0	109	-2	53*	90	67*	-6.9	52*
COc1ccc(OC)c(-n2c(O)c(/C=C3\C(C)=Nc4ccccc43)c(=O)[nH]c2=O)c1	98	1	93	-5	-15	99	-19	1.5	-9
N#CCCn1cc(C(=O)Nc2ccccc2Cl)c(-c2ccc([N+](=O)[O-])cc2)n1	96	3	103	9	0	90	3	0.2	7
COC(=O)c1ccccc1N=Cc1c(O)[nH]c(=O)[nH]c1=O	118	3	110	0	2	110	-6	0.8	1
O=C1N(CN2CCOCC2)c2ccccc2C1(O)c1c[nH]c2ccccc12 (stereo not given)	104	0	96	17	5	96	7	-1.2	-1
Cc1ccc2c(c1)C1CN(C)CCC1N2C(=O)Cn1nnc(-c2ccccc2F)n1 (stereo not given)	108	0	84	24	5	110	4	1.1	5
CCOc1ccc(-n2c(-c3ccoc3)nc3ccccc3c2=O)cc1	101	3	94	0	0	·	10	0.7	2
COc1ccc2[nH]c(C)c(CCN3CCC(=O)C(C)C3C)c2c1 (stereo not given)	93	0	95	11	4	95	12	1.0	4
CCN1CCN(c2ccc([N+](=O)[O-])cc2C=C2C(=O)NC(=O)NC2=O)CC1	101	4	104	9	2	95	0	-1.3	2
O=C(c1n[nH]c(=O)c2ccccc12)N1CCC2(CC1)OCCO2	91	2	98	6	-5	·	-3	-2.4	5
Cn1nc(-c2ccc(OCC(=O)N3CCN(Cc4ccccc4)CC3)cc2)c2ccccc2c1=O	113&103	0&1	89&92	13&5	4&0	112&109	8&4	1.7&1.8	7&4
CCOP(=O)(Cc1cc(C(C)=O)c(C)o1)OCC	·	2	102	1	6	·	11	-1.7	11
CC(=O)C1=C(C)OC(N)=C(C(=O)OC(C)C)C12C(=O)Nc1ccccc12 (stereo not given)	101	0	95	-29	6	100	-5	-2.2	-1
CC[C@H]1CC2CN3CCc4c([nH]c5cc(OC)ccc45)[C@](C(=O)OC)(C2)[C@H]13	97	0	91	-24	12	101	1	-0.1	-3
[N-]=[N+]=CC(=O)OC[C@H](N)C(=O)O	82	1	93	14	-2	87	-1	3.0	1
C=CCn1c(C)c(C=C2C(=O)NC(=O)NC2=O)c2ccccc21	104	7	94	0	8	80	-14	3.5	4
O=C(CSC1c2ccccc2-c2ccccc21)N/N=C/c1ccccc1	91	1	108	8	3	96	3	0.6	4
CCC(=O)N1N=C2C3CCN(CC3)C2C1c1ccc(C)cc1 (stereo not given)	124	0	109	-7	2	106	5	-0.7	5
CC(C(=O)c1c[nH]c2ccccc12)N1CCSCC1 (stereo not given)	110	0	100	-10	-4	105	0	-0.1	0
COC(=O)OCC12CCC(O1)C1(C)C(=O)OCC21 (stereo not given)	97	0	104	9	4	98	4	-0.7	2
COc1cccc(CNCCc2c[nH]c3ccccc23)c1OC	105	0	101	3	9	105	7	-2.4	6
CCC(C)C(=O)N[C@@H](c1ccccc1)[C@@H](O)C(=O)O[C@H]1C[C@@]2(O)[C@@H](OC(=O)c3ccccc3)C3[C@](C)(C(=O)[C@H](OC(C)=O)C(=C1C)C2(C)C)[C@@H](O)C[C@H]1OC[C@@]31OC(C)=O (stereo not given in full)	98	2	84	-10	-13	100	1	1.4	4
CCC(C(=O)N1CCC2(CC1)OCCO2)c1ccccc1 (stereo not given)	105	0	114	11	0	106	-4	0.5	-4
Cc1sc2c(c1C)C(c1ccc(C(C)(C)C)cc1)=NCC(=O)N2CC(=O)Nc1nccs1	97	0	90	15	-6	98	8	-0.2	5
CNC(=S)N(C)CCc1cc2c(c(OC)c1C=C1C(=O)NC(=O)NC1=O)OCO2	93	0	69	2	-2	90	-3	0.7	-2
Nc1ccccc1C(=O)OC1CSC1	100	1	109	1	0	94	7	-1.6	14
C[N+]12CCC(CC1)C(C(O)(c1cccc(Cl)c1)c1cccc(Cl)c1)C2 (stereo not given)	97	0	99	-22	6	100	-21	2.8	-10
NCCc1nc2ccccc2s1	103	0	94	0	-3	104	2	-0.5	8
CCOc1ccc(N=Cc2c(O)n(C(C)(C)C)c(=O)[nH]c2=O)cc1	105	0	104	8	11	102	7	-0.8	3
CCCN(CC#CCO)CCC	96	1	106	-6	0	105	-5	-1.6	5
OC1/C(=C/c2ccccc2C(F)(F)F)N2CCC1CC2 (stereo not given)	99	0	112	-6	4	101	2	-1.6	8
COc1ccc2c(c1)C13CCCC[C@@H]1C(C2)N(C)CC3 (stereo not given in full)	94	0	98	15	3	96	-5	-0.5	1
CC(C)N(CCC(C(N)=O)(c1ccccc1)c1ccccn1)C(C)C (stereo not given)	118&101	0&0	106&89	-3&6	3&-3	97&102	9	0.3	6
CC(C)(C)C(=O)NC1CCSC1=O (stereo not given)	102	0	99	1	-1	100	-3	-0.4	4

New compounds follow
SMILES	CIT2-GFP yeast	GRK2 inh	CR mimetic SO	VLA-4 inh	GLD-1 TGE inh	AGP1-GFP MLPCN	MCL1-BIM inh	MEX-5 binding	BCLXL inh
O=[N+]([O-])/C(Cl)=C1\NCCN1Cc1ccc(Cl)nc1	98	0	95	8	2	101	-5	1.9	5
Cc1cc(OCC(=O)N2CCC(C(=O)O)CC2)c2c3c(c(=O)oc2c1)CCCC3	103	1	91	10	4	103	-1	-1.3	3
CCN(CC)C(=O)c1ccc(NC(=O)Nc2ccccc2F)cc1	99	2	93	0	6	103	-5	-1.0	-4
CC(C)[C@H]1C(=O)O[C@H](C(C)C)C(=O)N(C)[C@@H](C(C)C)C(=O)O[C@H](C(C)C)C(=O)N(C)[C@@H](C(C)C)C(=O)O[C@H](C(C)C)C(=O)N1C	88	1	93	24	0	96	-6	-3.6	-4
CN1C(=O)/C(=C/c2ccc(N3CCCCCC3)o2)C(=O)NC1=S	88	0	100	-4	-147	103	-177	7.2	-109
COC(=O)C1=C(c2ccc(F)cc2F)C[C@@H]2CC[C@H]1N2C(=O)NCc1ccc2c(c1)OCO2	105	1	104	-5	-3	95	8	·	9
O=c1[nH]c(=O)n(Cc2ccco2)c(O)c1C=NCc1ccco1	100	10	93	7	5	104	4	0.3	4
COc1ccc(-c2cc(=Nc3ccccc3)c3cc(C)ccc3o2)cc1	103	4	89	7	3	103	9	-0.3	7
Cc1ccc(-c2nc3ccccc3c(=O)n2-c2ccc(Br)cn2)cc1	87	2	101	-10	4	96	7	-0.7	5
O=C(N/N=C/c1c(O)n(Cc2ccco2)c(=O)[nH]c1=O)c1ccccc1O	96	4	115	3	-9	106	26	-27*	6
N=C1c2ccccc2CN1NC(=O)c1ccccc1	101	0	94	5	0	106	-1	0.3	2
CN1CCCN(C(=O)COc2cccc(C(F)(F)F)c2)CC1	102	0	92	8	5	86	4	1.7	0
COC(=O)C1=C(c2ccc3ccccc3c2)C[C@@H]2CC[C@H]1N2C(=O)N1CCC(C)CC1	107	0	104	7	0	108	2	·	5
COc1ccccc1N=C1SCCCN1C	104	3	99	-8	5	104	-6	-0.3	-9
CCCCn1c(O)c(C(CC)=NCCN2CCCCC2)c(=O)[nH]c1=O	99	0	98	1	9	100	22	-0.9	19
Cc1cc(/C=C2\C(=O)NC(=O)N(c3ccc(Cl)cc3)C2=O)c(C)n1-c1cccc(C(=O)O)c1	96	26	106	7	-5	99	17	-0.8	5
O=C(OCC(=O)c1ccc([N+](=O)[O-])cc1)/C(=C/c1ccc(Cl)cc1)NC(=O)c1ccccc1	98	1	117	-6	-2	101	-7	0.0	-3

Two compounds drawn at random from those above, as already listed:
SMILES	CIT2-GFP yeast	GRK2 inh	CR mimetic SO	VLA-4 inh	GLD-1 TGE inh	AGP1-GFP MLPCN	MCL1-BIM inh	MEX-5 binding	BCLXL inh
Cc1cc(OCC(=O)N2CCC(C(=O)O)CC2)c2c3c(c(=O)oc2c1)CCCC3	103	1	91	10	4	103	-1	-1.3	3
O=c1[nH]c(=O)n(Cc2ccco2)c(O)c1C=NCc1ccco1	100	10	93	7	5	104	4	0.3	4
